Screens from PubChem.
bIAP act = bovine intestinal alkaline phosphatase activators, primary screen, biochemical, bovine IAP, CDP-star luminescence | alkaline phosphatase, intestinal [Bos taurus] | purified bovine IAP, 30 min; stronger effect = higher value; fold of DMSO-control signal, blank-subtracted | activation factor at 20 µM | 0.17% of 200,000 active;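 active = activation factor of 2 or more at 20 µM, a signal rise over negative controls twice the positive control's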
L major viab = Leishmania major promastigote growth inhibition, primary screen; Leishmania major promastigotes, resazurin fluorescence viability; inhibition, % at 10 µM; 9% of 200,000 active; AID 1063, 2008; in the data active = inhibition above about 50%;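 note: promastigotes grown with compound for 44 hours at 28 °C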
TR-FRET SRC-2 ct = TR-FRET signal artefacts, primary screen, artefact control for PPARgamma SRC-2 agonist project, biochemical; TR-FRET artefact counter-screen; stronger effect = higher value; TR-FRET ratio at 8 µM; 0.4% of 200,000 active; AID 1049, 2008; in the data active = TR-FRET ratio above about 2000; note: inactives centre near 1500
bIAP inh = bovine intestinal alkaline phosphatase inhibitors, primary screen, selectivity assay for TNAP inhibitor project, biochemical, bovine IAP, CDP-star luminescence; alkaline phosphatase, intestinal [Bos taurus]; purified bovine IAP, 30 min; inhibition, % at 20 µM; 190,000 tested, under 10 active; AID 1019, 2008;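 active = over 50% inhibition of intestinal alkaline phosphatase at 20 µM in the single-dose screen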
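test system = bovine IAP enzyme | medium = DEA buffer 100 mM, pH 9.8, with MgCl2 1.0 mM, ZnCl2 0.02 mM | detection = luminescence | dosing = single compound dose of 20 µM, 2% DMSO final | incubation = 30 min reaction at room temperature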
TLR4 MyD88 comp = inhibitors of TLR4-MyD88 association in cells, primary screen, cell-based, HeLa CL3-4, BLA complementation, FRET ratio; Toll-like receptor 4 (Homo sapiens) + Myeloid differentiation primary response protein …; HeLa CL3-4 TLR4/MyD88 BLA complementation; inhibition, % at 8.4 µM; 0.18% of 200,000 active; AID 861, 2007; in the data active = inhibition above about 25%;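 note: 0% = vehicle and 100% = reference inhibitor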
PPARg SRC3 recr = PPARgamma agonists recruiting SRC-3 coactivator, primary screen, biochemical | activation, % at 8 µM | AID 731, 2007 | biochemical PPARgamma/SRC-3 coactivator recruitment assay | 0.26% of 200,000 active | Peroxisome proliferator-activated receptor gamma (Homo sapiens), P37231; in the data active = activation above about 23%;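 note: 0% = DMSO and 100% = reference agonist; some compounds past the cut are filed as inactive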
Target sequence (P37231 whole entry, looked up): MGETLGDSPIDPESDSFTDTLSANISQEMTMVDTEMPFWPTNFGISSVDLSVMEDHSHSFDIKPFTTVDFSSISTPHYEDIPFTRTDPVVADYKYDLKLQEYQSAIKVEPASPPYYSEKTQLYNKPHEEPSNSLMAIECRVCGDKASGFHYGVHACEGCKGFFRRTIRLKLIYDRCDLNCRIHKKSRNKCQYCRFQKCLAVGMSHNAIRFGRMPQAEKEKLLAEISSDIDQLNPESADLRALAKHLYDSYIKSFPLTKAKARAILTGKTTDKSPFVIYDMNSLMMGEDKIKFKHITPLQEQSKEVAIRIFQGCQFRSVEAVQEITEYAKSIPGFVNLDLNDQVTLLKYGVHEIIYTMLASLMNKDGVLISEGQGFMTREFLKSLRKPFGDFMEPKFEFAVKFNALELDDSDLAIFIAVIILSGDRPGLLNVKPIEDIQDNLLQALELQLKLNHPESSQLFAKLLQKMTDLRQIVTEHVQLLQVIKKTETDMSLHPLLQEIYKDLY
PPARg SRC2 recr = agonists of PPARg-SRC-2 recruitment, primary screen, biochemical, HTS. activation, % at 8 µM. Peroxisome proliferator-activated receptor gamma (Homo sapiens), P37231. AID 1032, 2008. 0.34% of 200,000 active. PPARgamma LBD-SRC-2 recruitment; in the data active = activation above about 22%;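 note: 0% = vehicle and 100% = reference agonist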
S1P3 antagonist = S1P3 receptor antagonists, primary screen, cell-based. Sphingosine 1-phosphate receptor 3 (Homo sapiens), Q99500. CHO S1P3 NFAT-BLA reporter, FRET fluorescence, antagonist mode. inhibition, % at 4.98 µM. 0.27% of 170,000 active;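 active = inhibition above the plate cutoff, the mean inhibition of test wells on that plate plus 3 SD, cut at about 28% in these data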;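 note: cells challenged with S1P at its EC80 of 0.8 µM; blue over green emission ratio from cleaved BLA substrate after 4 h stimulation; 0% = S1P-stimulated wells and 100% = unstimulated DMSO-only wells; some compounds past the cut are filed as inactive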
Redox H2O2 prof = compounds producing H2O2 with reducing agent – biochemical, NIH compound library profiling, artefact control for MLSCN library redox annotation, primary screen; DTT-dependent redox cycling H2O2, phenol red/HRP absorbance; 100% = 100 µM peroxide control, 0% = buffer; activation, % at 10 µM; 0.03% of 200,000 active;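 active = activation of at least 50% relative to the plate's high and low controls in the primary single-dose screen; inactive = activation below 50%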;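 note: compound incubated with DTT at 0.8 mM final as the reducing agent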
ROMK primary = ROMK potassium channel modulators, primary screen, cell-based, thallium flux, MLSMR library. Tet-inducible ROMK, thallium flux fluorescence; actives lie on both sides. B-score at 10 µM. AID 1918, 2009. 2% of 130,000 active. ATP-sensitive inward rectifier potassium channel 1 (Homo sapiens), P48048;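 active = signal ratio slope over the read window, or its plate-corrected B-score, at least 3 SD from the plate mean, either direction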;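 note: B-score of the F/F0 ratio slope over 7 to 12 s after thallium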
Target sequence (P48048 whole entry, looked up): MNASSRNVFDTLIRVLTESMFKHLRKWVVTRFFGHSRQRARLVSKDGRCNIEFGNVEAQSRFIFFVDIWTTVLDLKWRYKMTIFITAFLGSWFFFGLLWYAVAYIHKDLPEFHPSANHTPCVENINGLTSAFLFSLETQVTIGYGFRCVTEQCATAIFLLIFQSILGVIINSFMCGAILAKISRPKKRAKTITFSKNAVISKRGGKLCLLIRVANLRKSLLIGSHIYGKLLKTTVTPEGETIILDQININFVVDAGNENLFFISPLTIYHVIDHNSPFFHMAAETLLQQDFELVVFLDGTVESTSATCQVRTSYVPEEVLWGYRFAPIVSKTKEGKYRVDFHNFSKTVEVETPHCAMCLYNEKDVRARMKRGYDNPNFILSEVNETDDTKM
PPARg SRC1 recr = PPARgamma agonists recruiting SRC-1 coactivator, primary screen, biochemical. PPARgamma-SRC-1 coactivator recruitment biochemical assay. Peroxisome proliferator-activated receptor gamma (Homo sapiens), P37231. activation, % at 8 µM. 0.41% of 200,000 active; in the data active = activation above about 19%;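 note: 0% = DMSO and 100% = reference agonist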
An asterisk follows results filed as active; / = not tested or not shown. An unsorted share of the library. Share with any hit: about 11%.

SMILES	bIAP act	L major viab	TR-FRET SRC-2 ct	bIAP inh	TLR4 MyD88 comp	PPARg SRC3 recr	PPARg SRC2 recr	S1P3 antagonist	Redox H2O2 prof	ROMK primary	PPARg SRC1 recr
O=C(NCCSc1c[nH]c2ccccc12)C1CC1	0.9	-3.8	1512	12.6	5.2	2.5	0.8	/	0.0	/	9.4
CC(=O)Nc1nc(SCc2ccc(Cl)cc2Cl)n[nH]1	0.9	46.8	1472	12.0	0.0	14.2	7.2	/	-2.5	/	2.9
CC(C)(C)c1ccc(C(=O)CCCSC2=C(C#N)C(c3ccco3)C3=C(CCCC3=O)N2)cc1 (stereo not drawn)	1	30.1	1527	2.1	4.5	14.3	15.9	-42.0	-0.5	0.214	10.3
O=C(c1cccc(COc2cccc3ccccc23)c1)N1CCCC1	1	-3.8	1379	2.5	4.2	9.1	-1.1	/	0.9	-3.48*	-10.0
Oc1cccc(/C=N/Nc2cc(N3CCCC3)nc(N3CCCC3)n2)c1	0.7	97.3*	1614	28.0	-2.2	-2.1	-1.8	4.1	4.0	0.78	1.4
Cc1cc(NC(=O)Cc2csc(-c3ccccc3)n2)ccc1Br	0.7	8.0	1731	30.8	3.1	3.9	-6.2	-2.6	0.5	/	-4.6
CC(C)(C)N1CC2(c3ccccc3)CN(C(C)(C)C)CC(c3ccccc3)(C1)C2=O	1	2.8	1247	2.0	9.0	-8.0	0.9	/	0.4	3*	1.3
COc1ccc(C(=O)NCCCN2CCCC2=O)cc1	0.9	-3.4	1365	11.6	-5.3	6.6	-0.3	/	0.1	1.6	-4.7
O=C(CSc1nnc(-c2ccncc2)o1)Oc1ccccc1	1	-6.1	1515	2.0	2.2	1.9	7.0	-3.5	-2.8	/	2.9
CC(=O)Nc1cc(C(=O)N2CCCC2)ccc1S(=O)(=O)c1ccc(Cl)cc1	1	2.6	1615	3.3	-17.2	-4.8	7.7	/	0.2	-0.0187	5.9
Cc1cc(C(=O)O)cc(S(=O)(=O)N2CCOCC2)c1C	1.1	-8.6	1568	-6.0	-10.4	-5.5	2.7	-42.9	-3.9	/	-3.5
NNC(=O)CN(CCc1ccccc1)S(=O)(=O)c1ccc(Cl)cc1	1	-3.3	1613	4.2	-4.5	-1.4	-3.3	5.7	-0.7	-1.59	4.3
CCc1c(C)sc(NC(=O)Cn2nc(C)c([N+](=O)[O-])c2C)c1C(N)=O	1	-1.1	1637	-1.7	-3.3	-2.2	-5.6	-9.9	-0.6	-2.12	3.0
C=CCn1c(SCc2cc(=O)n3cc(C)ccc3n2)nnc1-c1cccc(C)c1	0.7	52.2*	1541	25.6	-5.7	2.2	-5.0	0.0	-0.4	-0.871	10.5
O=C(COc1ccccc1)Nc1ccc(N2CCN(C(=O)c3ccco3)CC2)cc1	0.8	8.6	1574	16.2	-4.7	3.7	0.4	-0.8	-0.2	-0.0265	-3.4
Cc1ccc2nc3nc(NCC4CCCO4)c(C(=O)NC4CCCCC4)cc3c(=O)n2c1 (stereo not drawn)	1.1	10.4	1432	-10.5	18.0	-1.4	5.1	-11.1	-0.5	0.717	6.4
CN(CCO)c1cc(N2CCN(C(=O)c3ccco3)CC2)c2nonc2c1[N+](=O)[O-]	0.9	-3.4	1342	13.7	9.8	-4.8	0.3	-1.8	0.0	0.417	-1.3
CCc1nnc(NC(=O)CSc2nnc(COc3cccc(C)c3)o2)s1	1.1	-3.8	1500	-12.4	13.9	-11.1	-4.1	-35.3	1.4	/	8.0
CCOc1ccc(-c2nnn(CC(=O)NCc3ccco3)n2)cc1	1	-6.4	1603	-0.9	-13.4	-1.0	9.2	21.6	-12.6	/	0.2
CCSc1nc(N)c2c3c(sc2n1)CN(C)CC3	0.9	35.5	1514	6.5	8.3	-3.4	-4.8	/	-2.5	/	-2.6
C=CCN(c1ccccc1)S(=O)(=O)c1ccc2c(c1)oc(=O)n2C	0.9	13.0	1634	9.4	4.7	-4.6	10.2	-19.8	-0.3	/	-2.4
N=c1n(CC(=O)O)c2ccccc2n1Cc1ccccc1Cl	1	-0.9	1490	1.0	-9.2	-10.9	-2.0	-8.9	0.8	/	0.6
CC(=O)OCc1nc2sc3c(c2c(=O)[nH]1)CCCC3	1	-8.5	1780	2.5	-7.5	11.4	12.8	/	-0.6	-0.00855	-0.2
CCOc1ccc2c(c1)c(C(C)=O)c(C)n2-c1ccccc1	0.9	9.8	1623	14.1	-16.8	5.0	9.4	/	0.0	-0.67	2.2
CCCC(=O)NC(c1ccc(N(C)C)cc1)c1c(O)ccc2ccccc12 (stereo not drawn)	1	100.3*	1463	0.6	-7.8	11.4	-0.6	2.1	0.0	0.255	14.4
CC(=O)N1N=C(c2ccc(Br)cc2)CC1c1cn(C)c2ccccc12 (stereo not drawn)	1.1	4.8	2079*	-14.9	2.9	20.4	28.3*	-2.8	0.3	/	24.1*
CN(C)CCNc1ccc(-c2nn(C)c(=O)c3ccccc23)cc1[N+](=O)[O-]	0.9	90.2*	1431	5.7	12.8	-1.5	7.6	-9.7	-0.3	0.767	5.6
CCOc1ccc2nc(NC(=O)CN3CCN(C)CC3)sc2c1	1	-6.1	1722	-3.2	-8.0	8.0	2.8	/	-4.0	/	13.4
O=[N+]([O-])c1c(NCCCO)cc(Sc2ccc(Cl)cc2)c2nonc12	1	-3.8	1472	-4.1	0.4	-3.7	6.3	-3.3	0.0	-1.19	1.3
COc1cccc(CN2CCN(S(=O)(=O)c3ccc(NC(C)=O)cc3)CC2)c1OC	1	-9.1	1746	-0.5	-6.9	0.9	4.0	-7.1	0.2	-0.726	6.9
COCCOC(=O)C1=C(C)N(c2ccccc2)C(=O)NC1c1cccc([N+](=O)[O-])c1 (stereo not drawn)	0.9	23.9	1520	9.8	0.9	1.4	6.9	-1.4	0.2	/	5.1
Cc1ccc(S(=O)(=O)NCCC(=O)NCc2ccccc2)cc1	1	-3.6	1645	4.2	-5.5	-7.2	-4.0	-19.4	0.6	0.169	7.6
CC(=O)N1CC2([N+](=O)[O-])CN(C(C)=O)CC([N+](=O)[O-])(C1)C2(C)C	1	-2.9	1376	-1.3	-12.4	-3.3	-4.2	-4.8	-0.9	0.64	-0.5
Cc1ccc(-n2c(O)c(C=NCc3ccccn3)c3ccccc3c2=O)cc1C	1	70.8*	1598	-3.4	1.1	1.2	-9.9	-0.9	-0.6	0.36	-3.0
O=C(NCCCN1CCOCC1)c1ccc(Br)cc1	0.9	51.5*	1265	9.0	-2.6	11.4	3.0	2.1	-0.4	0.136	-2.3
COC(=O)c1sc2nc(-c3ccccc3)nc(N3CCN(C)CC3)c2c1C	1	54.9*	1572	2.2	3.4	-15.0	10.1	-1.6	-0.5	-0.843	5.0

Filtered by structure, the compounds so far with a COOH group.
SMILES	bIAP act	L major viab	TR-FRET SRC-2 ct	bIAP inh	TLR4 MyD88 comp	PPARg SRC3 recr	PPARg SRC2 recr	S1P3 antagonist	Redox H2O2 prof	ROMK primary	PPARg SRC1 recr
Cc1cc(C(=O)O)cc(S(=O)(=O)N2CCOCC2)c1C	1.1	-8.6	1568	-6.0	-10.4	-5.5	2.7	-42.9	-3.9	/	-3.5
N=c1n(CC(=O)O)c2ccccc2n1Cc1ccccc1Cl	1	-0.9	1490	1.0	-9.2	-10.9	-2.0	-8.9	0.8	/	0.6

More compounds follow.
SMILES	bIAP act	L major viab	TR-FRET SRC-2 ct	bIAP inh	TLR4 MyD88 comp	PPARg SRC3 recr	PPARg SRC2 recr	S1P3 antagonist	Redox H2O2 prof	ROMK primary	PPARg SRC1 recr
Cc1sc2nc(-c3ccncc3)[nH]c(=O)c2c1-c1ccccc1	1	-0.5	1465	3.7	-3.6	2.9	1.9	-7.0	-0.6	0.539	-0.6
COc1ccc(C(=O)NCc2nnc(SCC(=O)N3CCC(C)CC3)o2)cc1	1	-4.0	1599	-1.8	4.1	-2.7	3.3	-12.8	0.2	0.219	5.8
N#C/C(=C(/O)CN1CCCCC1)c1nc(-c2ccc(Cl)cc2)cs1	1	-3.2	1532	-3.7	-2.5	5.5	1.1	/	0.6	/	15.6
O=c1onc(-c2cccs2)n1Cc1ccccc1	0.9	-0.6	1514	14.1	-10.2	5.5	3.1	/	3.6	/	3.5
COc1ccc(CC(=S)N2CCOCC2)cc1	0.8	-2.2	1673	20.9	-0.8	14.8	7.3	/	-3.5	/	2.0
Cc1ccccc1-n1c(SCC(=O)N2CCOCC2)nc(O)cc1=O	0.9	-3.1	1383	10.0	-5.5	1.3	-7.2	8.3	1.6	-0.0597	-3.8
Cc1cc(C)nc(-n2nc(C)c(Sc3ccc(F)cc3)c2N)n1	0.9	97.0*	1315	8.5	8.5	4.8	5.9	8.0	0.6	/	3.2
Cc1cc(C(F)(F)F)nc(NCc2ccc(F)cc2)n1	0.9	-4.3	1516	11.9	-4.6	0.5	1.3	/	-1.5	/	4.5
CCc1ccc2nc(NC(=O)Cn3cnc4ccccc4c3=O)sc2c1	0.8	-5.0	1639	23.7	-3.1	-0.2	3.1	-4.2	0.5	-0.78	7.1
Cc1ccc(NC(=O)CN(C)Cc2ccc(F)cc2)c([N+](=O)[O-])c1	0.9	-1.6	1621	5.3	1.4	-1.8	2.7	-3.4	0.5	/	3.4
CC(=O)NCCn1c(SCc2ccccc2C)nc2ccccc2c1=O	1	4.2	1765	2.5	-8.4	-2.9	6.7	/	0.9	/	-1.6
O=S(=O)(Nc1ccc2c(c1)nc1n2CCN(Cc2ccccc2)C1)c1ccccc1	1	98.5*	1356	0.5	1.6	5.4	-0.9	-24.4	0.6	-2.24	-5.5
CCn1c(SCC(=O)c2[nH]c(C)c(C(C)=O)c2C)nnc1-c1cccs1	1	-2.3	1494	-1.6	-4.5	-0.8	-3.5	6.7	-1.0	/	-5.7
CCOC(=O)N1CCN(C(=O)CSc2nnc(-c3ccccc3OC)o2)CC1	1.1	-0.8	1445	-9.7	-7.7	3.1	2.6	-9.6	0.8	/	1.1
CCSc1nnc(NC(=O)c2c(-c3ccccc3Cl)noc2C)s1	0.9	-9.7	1522	5.4	8.1	0.8	-0.1	11.2	-0.2	/	4.7
Cc1ccc(C(=O)N2CCCC2)cc1S(=O)(=O)Nc1cccc(C)c1C	1.1	1.1	1770	-5.0	-2.4	2.2	-1.6	3.8	-0.3	-0.957	-1.3
Cc1nnc(SCC(=O)Nc2ccc3c(c2)OCCO3)n1N	0.9	-4.5	1668	6.0	5.0	6.6	17.3	/	-0.1	0.772	-0.6
CC(=O)c1cc2c(cc1NC(=O)CN1CCCCCCC1)OCO2	0.9	12.0	1592	7.9	8.0	7.3	15.1	/	1.0	/	-1.4
